Screening data from PubChem.
Nrf2 activator – activates Nrf2 signaling; AREc32 ARE-luciferase reporter (MCF7-derived line), luminescence, 24 h; Potency, µM (highest dose often 46.1 µM), inactives show top-dose activation, actives largely listed as activators; 0.31% of 410,000 active; AID 624171; also: % of control where 0% means no effect; nearly all actives have a fitted effect of over 65% in size
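Quantitative high-throughput format: AREc32 reporter cells, 1000 per well, received compound by pin transfer and were incubated 24 hr at 37 deg C, 5% CO2, before Steady-Glo luminescence detection.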
HepG2 tox – kills HepG2 cells in TGF-b inhibitor counter-screen | 0.76% of 410,000 active | HepG2 CAGA-GFP viability, ATP luminescence, 18 h | Potency, µM (highest dose often 46.1 µM), for the others: at the top dose activity change, negative = cytotoxicity, usual class: cytotoxic | AID 588856; also: some results filed as inactive show a strong effect at the top dose
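HepG2 CAGA-GFP cells (1000/well, DMEM with 1% FBS) received compound, then TGF-beta at 500 pg/mL final, and were incubated 18 hours at 37 degrees C. Viability was read by CellTiter-Glo luminescence. Media-only wells were set as complete cell-killing and DMSO as no toxicity.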
A549 tox – kills or reduces viability of A549 cells in Nrf2 counter-screen; A549 ARE-Fluc cells, CellTiter-Fluor viability, 18-24 h; Potency, µM (titrated, usually from 46 µM), without a hit: at the top dose activity change, negative = cytotoxicity, hits mostly inhibitors; 0.16% of 390,000 active; also: % is scaled to controls: 0 for no effect and ±100 for the full control effect
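Cytotoxicity counterscreen: CellTiter-Fluor fluorescence was measured in A549 ARE_Fluc cells after 18-24 h of compound exposure in a concentration series. The subsequent BugLite luminescent read reports ARE-luciferase activity.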
MCF10A rereplic – DNA re-replication induction in MCF 10a cells. Potency, µM (top dose mostly 46.1 µM), inactives show at the top dose activity, positive = re-replication, most hits filed as activators. AID 624296. 2.9% of 350,000 active. MCF 10A DNA re-replication, Hoechst nuclear intensity, 48 h; also: % of control where 0% means no effect; nearly all actives have a fitted effect of over 50% in size
S2 tox – cell viability loss in ATXN counter-screen. S2 cells (HEK-293 line with an ATXN2-luciferase reporter) viability, CellTiter-Fluor protease fluorescence, 24 h. Potency, µM (highest dose often 56.7 µM), hits mostly cytotoxic. 0.49% of 400,000 active. AID 651635; also: nearly all actives have a fitted effect of over 40% in size
ATXN2 expr inh – reduces ATXN2 reporter expression in HEK-293 cells; HEK-293 ATXN2-luciferase reporter, luminescence, 24 h; Potency, µM (highest dose often 57 µM), for inactives: at the top dose activity change, negative = inhibition, hits mostly inhibitors; 0.72% of 360,000 active; AID 1745845; also: % is scaled to controls: 0 for no effect and ±100 for the full control effect; nearly all actives have a fitted effect of over 55% in size
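ATXN2-luciferase reporter cells (luciferase flanked by upstream and downstream ATXN2 gene portions) were treated 24 h at 37 °C with compounds at up to 57 uM. SteadyGlo luminescence gave expression; GF-AFC fluorescence gave viability.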
TGFb SMAD3 inh – TGF-b pathway inhibition. Potency, µM (top dose mostly 46.1 µM), for inactives: at the highest dose activity, negative = inhibition, hits mostly inhibitors. 1.2% of 410,000 active. AID 588855. HepG2 CAGA-GFP TGF-b/SMAD3 reporter, GFP fluorescence, 18 h; TGF-beta stimulated, 500 pg/mL final; also: % is scaled to controls: 0 for no effect and ±100 for the full control effect; nearly all actives have a fitted effect of over 65% in size
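Inhibition of TGF-beta-driven CAGA-GFP reporter expression in HEPG2 cells is measured by cellular GFP fluorescence after 18 h stimulation with 500 pg/mL recombinant TGF-beta in 1% FBS medium at 37 degrees C.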
EPAC2 antag – EPAC2 (human) antagonism; Q8WZA2; EPAC2 GEF exchange of Rap1B-BODIPY-GDP, fluorescence; Potency, µM (doses to about 114 µM), for the others: at the top dose activity, negative = inhibition, most hits filed as inhibitors; 0.18% of 360,000 active; AID 720708; also: % is scaled to controls: 0 for no effect and ±100 for the full control effect; nearly all actives have a fitted effect of over 45% in size; many of its hits are not listed in these tables
Target sequence (Q8WZA2 whole entry, looked up): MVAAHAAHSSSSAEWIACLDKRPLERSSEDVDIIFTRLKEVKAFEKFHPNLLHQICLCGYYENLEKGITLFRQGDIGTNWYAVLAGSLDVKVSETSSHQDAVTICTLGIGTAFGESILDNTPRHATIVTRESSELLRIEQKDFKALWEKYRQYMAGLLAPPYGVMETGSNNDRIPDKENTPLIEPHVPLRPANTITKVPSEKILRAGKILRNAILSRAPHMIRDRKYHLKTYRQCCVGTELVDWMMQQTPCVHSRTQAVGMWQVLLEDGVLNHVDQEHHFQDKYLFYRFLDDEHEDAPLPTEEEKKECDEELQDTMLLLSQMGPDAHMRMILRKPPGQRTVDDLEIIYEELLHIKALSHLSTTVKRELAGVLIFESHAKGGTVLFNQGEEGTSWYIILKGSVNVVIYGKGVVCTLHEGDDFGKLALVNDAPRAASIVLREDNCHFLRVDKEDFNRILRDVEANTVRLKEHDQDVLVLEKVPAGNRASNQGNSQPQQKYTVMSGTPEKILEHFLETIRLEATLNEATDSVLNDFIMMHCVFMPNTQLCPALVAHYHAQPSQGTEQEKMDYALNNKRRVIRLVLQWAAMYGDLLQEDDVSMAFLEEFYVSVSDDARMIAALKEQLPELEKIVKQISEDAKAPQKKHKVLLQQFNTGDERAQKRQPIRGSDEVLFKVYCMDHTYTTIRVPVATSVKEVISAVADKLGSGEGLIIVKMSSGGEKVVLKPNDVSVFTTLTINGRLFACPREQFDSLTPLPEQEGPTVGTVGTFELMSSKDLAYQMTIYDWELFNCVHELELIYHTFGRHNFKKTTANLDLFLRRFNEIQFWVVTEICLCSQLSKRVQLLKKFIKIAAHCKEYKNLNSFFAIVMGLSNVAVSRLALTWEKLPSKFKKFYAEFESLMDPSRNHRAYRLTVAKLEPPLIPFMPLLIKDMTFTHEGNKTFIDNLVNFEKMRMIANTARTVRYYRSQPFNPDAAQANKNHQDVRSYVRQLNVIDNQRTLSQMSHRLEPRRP
Nrf2 inh – Nrf2 pathway inhibition | A549 ARE-Fluc reporter, luciferase luminescence, 18-24 h | Potency, µM (doses to about 46 µM), for the others: at the highest dose activity change, negative = inhibition, hits mostly inhibitors | 2.1% of 360,000 active; also: % is scaled to controls: 0 for no effect and ±100 for the full control effect; nearly all actives have a fitted effect of over 60% in size
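A549 ARE_Fluc cells, 5000/well, 5% FBS OPTI-MEM; compounds in dose-response, 18-24 h at 37 °C/5% CO2; CellTiter-Fluor viability read (Ex 405/Em 525), then BugLite luciferase luminescence = Nrf2 activity.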
* = called active by the depositor; i = inactive; ? = inconclusive; nt = not tested or not shown; & = joins results of further samples; [ ] = remark or other dose. Calls follow the shape of the dose curve; as a rule, active = well fitted curve in the direction sought with a large enough effect; inconclusive = small, poorly fitted or top-dose-only effect, or another doubt; inactive = no such curve, though single readings can be large; an effect the other way counts as inactive or inconclusive. Potency is read from the fitted curve at half-maximal effect. This is a subset; count on the stated rates, not on these rows.

SMILES	Nrf2 activator	HepG2 tox	A549 tox	MCF10A rereplic	S2 tox	ATXN2 expr inh	TGFb SMAD3 inh	EPAC2 antag	Nrf2 inh
CC(C)c1ccc(NC(=O)Cn2nnc(C(=O)NCc3cccs3)c2N)cc1	-0.3%	0%	10%	nt	i	-7%	21%	nt	15%
CCn1c(Cc2c(C)[nH]c3ccccc23)nnc1SCC(=O)NCc1ccccc1	0.1%	4%	-12%	2%	i	173%[activator]	-4%	2%	-19%
COc1ccccc1C(=O)Nc1nnc(S(=O)(=O)N2CCN(c3ccc(F)cc3)CC2)s1	-0.2%&4.3%	-10%&-24%	-4%&-13%	nt	i	0%&3%	-8%&-13%	-2%	9%&15%
COc1ccc(CC(N)c2csc(NC(=O)CCc3ccccc3)n2)cc1 (centres undefined)	-2.5%	-66%	nt	nt	i	?	?	1%	nt
Fc1ccc(CN2CCC(Cc3ccccc3)CC2)cc1F	4.9%	3%	9%	-4%	i	-22%	-10%	-11%	-5%
CCN(CC(=O)Nc1cc(Cl)ccc1C)C(=O)CN1C(=O)NC2(CCCC2)C1=O	-0.3%	3%	-4%	0%	i	-1%	-1%	7%	13%
Cc1ccc(S(=O)(=O)NCC(=O)OC(C)C(=O)c2ccccc2)cc1 (centres undefined)	-0.3%	-13%	-2%	0%	?	-5%	0%	6%	3%
Cc1c(NC(=O)COC(=O)C2(c3ccc(F)cc3)CCCC2)c(=O)n(-c2ccccc2)n1C	0.4%	-17%	-11%	-32%[inhibitor]	i	-13%	-8%	1%	-28%
CCN(C(=O)COC(=O)c1ccc2c(c1)OCO2)c1ccccc1	-0.5%	-4%	-2%	-1%	i	4%	-6%	1%	-6%
CCCN1C(=O)c2ccc(C(=O)Nc3cc(C)ccc3O)cc2C1=O	11%	-35%	-4%	0%	i	17%	-1%	0%	1%
COc1cccc2c(=O)n(CC(=O)Nc3ccccc3)ccc12	-0.2%	-23%	0%	-3%	i	1%	-20%	4%	11%
Cc1c(CCC(=O)O)c(=O)oc2cc3oc4c(c3cc12)CCCC4	-1.8%	-18%	1%	-2%	i	?	-11%	?	?
Cc1c(C(=O)Nc2cccc3cccnc23)oc2ccccc12	7.9%	-2%	1%	1%	?	1%	3%	4%	9%
CCc1cc2c(=O)n(CC)c(SC(C)C(=O)Nc3c(C)n(C)n(-c4ccccc4)c3=O)nc2s1 (centres undefined)	-0.1%	-9%	-7%	5%	?	0%	?	12%	-15%
O=C(O)c1cc(-c2ccc3c(c2)OCO3)nc2ccccc12	-0.1%	-41%	-16%	10%	i	-3%	3%	16%	9%
Cc1cc(OCCCC(=O)NC2=NCCS2)ccc1Cl	-0.3%	-17%	-6%	7%	i	-13%	0%	-1%	7%
O=C(Nc1ccc(Cc2ccncc2)cc1)c1ccc(N2CCOCC2)c([N+](=O)[O-])c1	-0.6%	-1%	2%	-19%	?	-15%	-8%	4%	?
COc1cc(/C=N/Nc2cc(C)nc(NS(=O)(=O)c3ccccc3)n2)ccc1O	4.9%	-32%	-6%	21%	i	-10%	-11%	3%	-18%
COC(=O)Cc1c(C)c2ccc(OCC(=O)N(C)C3CCS(=O)(=O)C3)cc2oc1=O (centres undefined)	0.0%	-24%	7%	-1%	i	-3%	-1%	-4%	8%
COC(=O)CSc1nsc(SCC(=O)OC)c1C#N	12%	-32%	-4%	?	i	-9%	-26%	-4%	?
COc1cc([N+](=O)[O-])ccc1NC(=O)CCCOc1cccc(C)c1C	-0.1%	-25%	15%	0%	i	1%	-11%	-9%	-21%
Cn1c(=O)c2[nH]c(C=Cc3ccc4c(c3)OCO4)nc2n(C)c1=O	0.5%	-5%	11%	0%	i	-5%	-6%	9%	13%
O=c1[nH]ncn1-c1cccc(C(F)(F)F)c1	0.1%	-11%	-8%	7%	i	5%	2%	5%	-7%
CC(C)CC(c1nnnn1CC1CCCO1)N1CCN(C2CCCC2)CC1 (centres undefined)	-1.9%	19%	0%	1%	i	-23%	11%	3%	nt
Cc1nn(-c2ccccc2)c(Cl)c1C(=O)NC1CCCCC1	2.2%	-5%	29%	27%	?	-14%	3%	-8%	-23%
Cn1c(N)c(Sc2ccc(F)cc2)c(=O)n(C)c1=O	0.2%	-2%	4%	0%	i	nt	1%	11%	18%
O=C(CCC1CCCN(C(=O)c2cc(F)ccc2F)C1)N1CCN(c2ccccn2)CC1 (centres undefined)	-1.1%	-25%	nt	nt	i	nt	-11%	8%	nt
COc1ccc(S(=O)(=O)/N=C2\C=C(NS(=O)(=O)c3ccccc3)C(=O)c3ccccc32)cc1	4.7%	-32%	-8%	?	?	?	?	?	4%
Cc1sc(=NC(=O)c2ccco2)n(C)c1-c1ccc(Cl)cc1	2.4%	3%	2%	14%	i	93%[activator]	0%	4%	?
Cc1cc(Cl)ccc1OCC(=O)Nc1ccncc1	-0.9%	-1%	-1%	16µM*	i	-34%	?	5%	23µM*
Cc1cc(C)n2nc(CNS(=O)(=O)c3ccc(CC(C)C)cc3)nc2n1	-1.0%	-18%	6%	-1%	i	0%	14%	5%	7%
CCCCn1c(Oc2ccc(C(=O)OC)cc2)nc2c1c(=O)n(C)c(=O)n2C	0.2%	-36%	-18%	-36%[inhibitor]	i	?	-7%	23%	?
CC1CN(CC(=O)NN=C(c2ccccc2)c2ccccc2)CC(C)O1 (centres undefined)	-0.7%	-17%	5%	-17%	?	-14%	-2%	1%	0%
O=S(=O)(NCc1ccccn1)C(F)(F)F	-0.4%	20%	5%	11%	i	-5%	-2%	-1%	-7%
CCCCOc1ccc(C(=O)N/C(=C/c2cccc([N+](=O)[O-])c2)C(=O)O)cc1	0.0%[9.22 µM]	0%	12%	?	i	0%	2%	14%	9%
COc1ccc(S(=O)(=O)n2nc(OC(=O)C3CCCCC3)cc2N)cc1	-0.3%	0%	-10%	1%	i	-1%	-11%	16%	-7%
Cc1noc(C(=O)N2CCN(c3ccccc3)CC2)c1Cl	-0.6%	-13%	2%	2%	i	5%	1%	-3%	11%
CC(C)C[C@H]1CN([C@@H](Cc2ccccc2)CN2CCCC2CN2C(=S)NC[C@@H]2Cc2ccccc2)C(=S)N1CC1CCCCC1 (some centres undefined)	-0.2%	nt	nt	nt	?	0%	nt	6%	nt
Cc1ccc(OCC(=O)N2CCCc3ccccc32)cc1	2.4%	5%	6%	1%	i	50%[activator]	-23%	2%	?
Cc1ccc2cc(CCNC(=O)C(=O)c3c[nH]c4ccccc34)c(=O)[nH]c2c1	2.9%	5%	-5%	?	i	-19%[11.3 µM]	-16%	1%	?
NN=C(NN=Cc1ccccc1)c1ccccc1	17%	-3%	1%	18%	i	59%[activator]	0%	-8%	?
O=C(COC(=O)C1CC1)Nc1cccc(Cl)c1	0.0%	-23%	nt	nt	i	nt	-13%	1%	nt
Cc1ccccc1NC(=O)COC(=O)[C@@H]1CCCN1C(=O)c1cccs1	-0.6%	4%	4%	-9%	i	0%	2%	1%	-3%
S=c1[nH]nc(-c2ccccn2)n1/N=C/c1ccc(Cl)cc1	-0.9%	7%	-1%	1%	i	-9%	3%	10%	2%
C/C(CCC(C)C)=N\NC(=S)Nc1cc(S(=O)(=O)N2CCOCC2)ccc1N1CCOCC1	-0.2%	-47%	2%	-13%	i	-8%	?	3%	-3%
O=C(NCCCO)c1ccc2nc(-c3ccco3)c(-c3ccco3)nc2c1	?	-7%&-10%	?	-10%	?	-5%	2%&-4%	-3%	-5%&3%
COc1ccccc1CCNC(=O)C(=O)NCC1OCCCN1S(=O)(=O)c1ccc(F)cc1C (centres undefined)	2.6%	-9%	-5%	8%	i	-22%	-5%	-5%	?
Cc1ccc(C)c(OCCOCCN2CC(C)OC(C)C2)c1C (centres undefined)	-0.2%	-7%	1%	30%	i	-15%	10%	-5%	-20%
Cc1cc(=O)c(C(=O)Nc2cccc(C(=O)NC3CC3)c2)nn1-c1ccccc1	-0.3%	-1%	nt	nt	i	nt	-1%	4%	nt
COc1ccc(C(=O)N2CCOCC2)cc1Br	-0.6%	-1%	-8%	-1%	i	1%	2%	4%	-18%
CCN(CC)S(=O)(=O)c1ccc2c(c1)c(=O)c(C(=O)NCCN(C)CCc1ccccc1)cn2C	0.2%	-23%	-4%	1%	?	-7%	1%	12%	2%
O=C(Nc1ccc(Cl)cn1)c1cccc(S(=O)(=O)N2CCCCCC2)c1	0.8%	-24%	nt	nt	i	nt	-24%	-25%	nt
COc1ccc(NS(=O)(=O)c2cc(C(=O)N3CCN(C/C=C/c4ccccc4)CC3)ccc2C)cc1	3.5%	-7%	-7%	11%	i	-22%	?	-7%	?
CO/N=C/C(C#N)=C/c1ccc(OC)cc1	2.9%	-13%	7%	8%	i	59%[activator]	2%	-8%	?
O=C(Cn1c(S(=O)(=O)Cc2ccccc2)nc2ccccc21)N1CCCCC1	5.5%	-8%	-13%	-1%	i	-25%	2%	8%	-6%
CCCSc1nnc2n(-c3ccccc3OC)c(=O)c3c4c(sc3n12)CCC4	2.2%	0%	-11%	6%	i	-10%	9%	4%	-5%
CCOC1=C2[C@H](c3ccccc3)N(S(=O)(=O)c3ccc(C)cc3)C[C@H]2n2c(=O)n(-c3ccccc3)c(=O)n2C1	-1.3%	6%	nt	nt	i	10%	-8%	9%	nt
